# DRD3 agonist: qHTS of D3 Dopamine Receptor Agonist: qHTS | D3R DiscoveRx beta-arrestin cells, luminescence, 90 min | max activation, % | D(3) dopamine receptor (Homo sapiens), P35462 | 410,000 compounds, 0.58% hits | AID 652048, 2013; in the data active = max activation above about 30%; also: 0% is about no effect; mostly tested at two doses, the higher about 12 µM
# Target sequence (P35462 whole entry, looked up): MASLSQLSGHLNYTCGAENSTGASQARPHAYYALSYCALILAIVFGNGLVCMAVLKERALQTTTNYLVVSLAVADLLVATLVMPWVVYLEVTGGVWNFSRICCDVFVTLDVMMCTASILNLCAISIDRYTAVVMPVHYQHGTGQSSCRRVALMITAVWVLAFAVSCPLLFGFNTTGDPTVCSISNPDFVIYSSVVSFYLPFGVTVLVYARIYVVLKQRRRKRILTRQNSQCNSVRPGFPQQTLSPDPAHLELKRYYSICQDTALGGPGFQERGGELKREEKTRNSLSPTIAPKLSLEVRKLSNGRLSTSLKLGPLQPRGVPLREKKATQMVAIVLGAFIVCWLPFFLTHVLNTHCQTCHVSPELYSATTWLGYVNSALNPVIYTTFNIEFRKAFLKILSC
#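 Cells at 1500/well, incubated overnight, then treated with pinned compounds (dopamine as control) for 90 min at 37 degrees C. DiscoveRx reagent added for 30 - 60 minutes at room temperature; luminescence read.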
# SW480 rereplic: A quantitative high throughput screen for small molecules that induce DNA re-replication in SW480 colon adenocarcinoma cells; Potency, µM (top dose mostly 46.1 µM), for inactives: at the highest dose re-replication activation, most hits filed as activators; SW480 DNA re-replication, Hoechst DNA content imaging, 48 h; 340,000 compounds, 1.8% hits; AID 624297, 2012; also: potency is read from the fitted curve at half-maximal effect; % of control where 0% means no effect; nearly all actives have a fitted effect of over 55% in size
#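 Compounds, transferred as 23 nL by pin tool, were incubated with cells for 48 hr; DNA content per nucleus was then quantified by Hoechst staining and fluorescence plate imaging.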
# GLP1R ag: qHTS of GLP-1 Receptor Agonists; Glucagon-like peptide 1 receptor (Homo sapiens), P43220; HEK293 GLP-1R CRE-luciferase, luminescence, 4-6 h; cells express a hypersensitive GLP-1R form; Potency, µM (top dose mostly 45.6 µM), without a hit: at the highest dose activation, usual class: activators; 380,000 compounds, 0.007% hits; also: potency is read from the fitted curve at half-maximal effect; % of control where 0% means no effect
# Target sequence (P43220 whole entry, looked up): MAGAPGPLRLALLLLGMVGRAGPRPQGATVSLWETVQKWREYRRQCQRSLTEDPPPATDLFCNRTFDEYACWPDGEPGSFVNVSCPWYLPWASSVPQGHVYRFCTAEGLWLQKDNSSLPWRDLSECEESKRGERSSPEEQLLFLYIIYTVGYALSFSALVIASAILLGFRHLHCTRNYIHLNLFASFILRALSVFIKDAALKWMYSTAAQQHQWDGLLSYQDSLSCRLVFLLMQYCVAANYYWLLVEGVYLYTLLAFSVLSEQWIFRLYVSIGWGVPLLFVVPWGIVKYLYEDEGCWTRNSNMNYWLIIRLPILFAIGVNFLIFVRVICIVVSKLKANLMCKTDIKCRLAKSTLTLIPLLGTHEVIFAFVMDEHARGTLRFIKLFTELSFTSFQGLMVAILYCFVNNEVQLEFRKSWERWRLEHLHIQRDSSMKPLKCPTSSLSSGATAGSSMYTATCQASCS
# HT1080 IDH1KD tx: qHTS for induction of synthetic lethality in tumor cells producing 2HG: qHTS for the HT-1080-IDH1KD cell line | HT-1080 IDH1 knockdown viability, ATP luminescence, 48 h | Potency, µM (doses to about 46.1 µM), for inactives: top-dose activity, negative = toxicity, actives largely listed as cytotoxic | 360,000 compounds, 2% hits | AID 686971, 2013;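 also: potency is read from the fitted curve at half-maximal effect; 0% = DMSO wells and -100% = cell-free medium wells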
#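 Cytotoxicity counter-line: IDH1KD HT-1080, 48 h, CellTiter-Glo. Curves classed by r2, magnitude and activity.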
# HT1080-NT tox: qHTS for induction of synthetic lethality in tumor cells producing 2HG: qHTS for the HT-1080-NT fibrosarcoma cell line. HT-1080-NT fibrosarcoma viability, CellTiter-Glo ATP luminescence, 48 h. Potency, µM (doses to about 46.1 µM), for inactives: at the highest dose activity, negative = less viability, actives largely listed as cytotoxic. 360,000 compounds, 1.6% hits. AID 686970, 2013;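 also: NT is the 2HG producing partner of a matched IDH1 knockdown line; potency is read from the fitted curve at half-maximal effect; 0% = DMSO-treated cells and -100% = media-only wells without cells; nearly all actives have a fitted effect of over 55% in size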
#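 Viability of the 2HG-overproducing fibrosarcoma line after 48 hours of compound exposure at 37 degrees C was determined by luminescence with CellTiter-Glo, and concentration-effect curves were then fitted and categorized.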
# KB-3-1 cytotox: qHTS assay for MDR1-selective chemotherapeutics: Primary screen using the parental adenocarcinoma cell KB-3-1; Potency, µM (top dose mostly 46.1 µM), for the others: at the top dose activity change, negative = cytotoxic, hits mostly cytotoxic; 400,000 compounds, 1.4% hits; KB-3-1 viability, CellTiter-Glo ATP luminescence, 72 h; also: potency is read from the fitted curve at half-maximal effect; % is scaled to controls: 0 for no effect and ±100 for the full control effect; nearly all actives have a fitted effect of over 60% in size
#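 Using CellTiter-Glo luminescence, growth of non-resistant KB-3-1 adenocarcinoma cells is assessed 72 h after pin-tool compound addition at 37 °C. Normalized responses across the concentration series yield fitted curves.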
# KB-V1 MDR tox: qHTS assay for MDR1-selective chemotherapeutics: Primary screen using the drug-selected MDR subline cells KB-V1; KB-V1 MDR cells viability, CellTiter-Glo, 72 h; Potency, µM (top dose mostly 46.1 µM), without a hit: top-dose activity change, negative = cytotoxicity, usual class: cytotoxic; 400,000 compounds, 3.4% hits; AID 1347076, 2019; also: potency is read from the fitted curve at half-maximal effect; % is scaled to controls: 0 for no effect and ±100 for the full control effect; nearly all actives have a fitted effect of over 60% in size
#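 Potencies derive from concentration-effect curves fitted to normalized luminescence (CellTiter-Glo) of KB-V1 cells treated for 72 h at 37 degrees C in phenol-red-free DMEM containing 10% FBS.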
# D3 antag: qHTS of D3 Dopamine Receptor Antagonist: qHTS; max response, negative = inhibition, %; 360,000 compounds, 2.5% hits; D3R cells, DiscoveRx beta-arrestin luminescence, antagonist mode; active compounds read low; in the data active = max response below about -50%; inconclusive = no clear call, values can overlap the other calls; also: % is scaled to controls: 0 for no effect and ±100 for the full control effect; mostly tested at two doses, the higher about 12 µM
#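 Cells plated overnight at 1500 cells/well, then exposed to library compounds with dopamine controls for 90 minutes at 37 degrees C. DiscoveRx reagent added for 30–60 minutes at room temperature; luminescence read, quantitative HTS format.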
# IL1B secr inh: qHTS for Inhibitors of Inflammasome Signaling: IL-1-beta AlphaLISA Primary Screen | AID 743279, 2014 | 360,000 compounds, 4.7% hits | THP-1 LPS/ATP IL-1B secretion, AlphaLISA, 16 h; active compounds read low | activity change, % at 57.5 µM; in the data active = activity change below about -50%; inconclusive = mostly about -30% to -49%; also: % is scaled to controls: 0 for no effect and ±100 for the full control effect
#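 Secreted IL-1B measured by AlphaLISA bead assay after 16 h compound exposure of THP-1 cells; compounds (final up to 57.5 uM) added 1 h before LPS (250 ng/mL) and ATP (1.25 mM) stimulation; lower signal means less secretion.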
# * = called active by the depositor; ? = inconclusive; . = no result given; & = joins results of further samples; [ ] = another dose, or the depositor's remark. Unless noted, calls follow the shape of the dose curve; as a rule, active = well fitted curve in the direction sought with a large enough effect; inconclusive = small, poorly fitted or top-dose-only effect, or another doubt; inactive = no such curve, though single readings can be large; an effect the other way counts as inactive or inconclusive. Outcome played no part in choosing rows. About 12% of those tested had a hit in this group.
SMILES,DRD3 agonist,SW480 rereplic,GLP1R ag,HT1080 IDH1KD tx,HT1080-NT tox,KB-3-1 cytotox,KB-V1 MDR tox,D3 antag,IL1B secr inh
O=C(Nc1ccc([N+](=O)[O-])cc1)c1cncc(Br)c1,0,-77%[inhibitor],-6%,5%,8%,0%,-9%,15,-27
COc1c(C)cc(C(O)c2ncc(-c3ccc(Cl)cc3)[nH]2)cc1C (stereo not given),3,.,7%,?,?,-2%,-3%,13,12
CC1(c2nnnn2Cc2ccccc2)CCC(=O)N1CCCn1ccnc1 (stereo not given),3,.,-2%,15%,3%,10%,0%,15,-1
CC(=O)n1cc(C2C(=O)CC(C)(C)CC2=O)c2ccccc21,0,-2%,-11%,-13%,-9%,13%,0%,6,7
Cc1ccccc1-c1nc(CS(=O)CC(=O)NCc2ccccc2)c(C)o1 (stereo not given),3,-19%,6%,-1%,2%,6%,11%,-15,-21
Cc1cc(N)n(-c2ccc(S(N)(=O)=O)cc2[N+](=O)[O-])n1,-3,-8%,-1%,21%,14%,0%,-3%,-6,0
COc1cc(C(=O)NC2CCN(C)CC2)ccc1Nc1ncc2c(n1)N(C1CCCCC1)CCC(=O)N2C,-40,1.5µM*,15%,4.6µM*,?,?,4%,2,4
Cc1onc(-c2c(F)cccc2Cl)c1C(=O)NCc1ccc(S(N)(=O)=O)cc1,7,-8%,-2%,5%,7%,-10%,?,10,16
COc1ccc(N2CCN(C3CCCN(C(=O)c4cccc(C)n4)C3)CC2)cc1 (stereo not given),-2,0%,5%,-4%,-3%,1%,-17%,-6,?
O=C(CCN1C(=O)C2C3CCC(C3)C2C1=O)Nc1ccc(Cl)cc1Cl (stereo not given),2,0%,7%,-7%,-3%,-2%,?,10,-10
O=C(c1cc2ccccc2c(=O)o1)N1CCCc2ccccc21,2,-5%[9.22 µM],-6%,-11%,3%,-1%,3%,3,12
COc1cccc(-c2nc(CS(=O)(=O)c3ccccc3)no2)c1,-4,-3%,27%,0%,5%,-12%,-13%,-22,-6
COc1ccccc1NC(=O)c1cc2ccccc2o/c1=N\O,-4,1%,3%,0%,-1%,40%,2.6µM*,-21,-18
COc1ccc(S(=O)(=O)Nc2ccc3c(c2)C(=O)N([C@@H](C)CO)C[C@@H](C)[C@H](CN(C)C(=O)CCCN(C)C)OCCCC[C@H](C)O3)cc1,2,.,-2%,11%,7%,-4%,-15%,-15,3
COc1cccc(CNC(=O)c2ccc(Cl)c(NC3=NC4CS(=O)(=O)CC4S3)c2)c1 (stereo not given),-2,2%,6%,8%,9%,7%,1%,-3,-4
O=C(NCc1ccco1)C1CCCN(S(=O)(=O)c2cccc3nonc23)C1 (stereo not given),-4,-2%,11%,12%,12%,1%,-4%,-19,0
CCc1ccc(-c2nc(CS(=O)CC(=O)NCCN3CCCCCC3)c(C)o2)cc1 (stereo not given),-10,3%,-4%,?,?,?,14%,-2,-56*
Cc1nnc(C)c2c(C)n(-c3ccccc3N)c(C)c12,-5,21µM*,-4%,0%,-17%,13%,0%,12,-3
CC(=O)Nn1cnc2c(c1=O)C1(CCCCC1)Cc1ccccc1-2,-2,-1%,-6%,6%,5%,-5%,?,8,-11
CCCCCCN1CCN(C2CN(Cc3cn(Cc4cccc(Cl)c4)nn3)S(=O)(=O)C2)CC1 (stereo not given),-11,.,7%,-38%,?,?,-9%,-22,?

# Molecules above with a nitro group on carbon (2):
SMILES,DRD3 agonist,SW480 rereplic,GLP1R ag,HT1080 IDH1KD tx,HT1080-NT tox,KB-3-1 cytotox,KB-V1 MDR tox,D3 antag,IL1B secr inh
O=C(Nc1ccc([N+](=O)[O-])cc1)c1cncc(Br)c1,0,-77%[inhibitor],-6%,5%,8%,0%,-9%,15,-27
Cc1cc(N)n(-c2ccc(S(N)(=O)=O)cc2[N+](=O)[O-])n1,-3,-8%,-1%,21%,14%,0%,-3%,-6,0

# Next part
SMILES,DRD3 agonist,SW480 rereplic,GLP1R ag,HT1080 IDH1KD tx,HT1080-NT tox,KB-3-1 cytotox,KB-V1 MDR tox,D3 antag,IL1B secr inh
O=C(CSc1nc2ccc([N+](=O)[O-])cc2[nH]1)c1ccc(Cl)cc1,-29,-4%,2%,-29%,-17%,-5%,?,-2,22
CN(C)/C=C/C(=O)c1nn(-c2ccc(F)cc2)ccc1=O,-1,-8%,-1%,8%,-12%,1%,11%,13,-15
CCC(=O)NCc1nc2ccccc2n1Cc1ccccc1F,-1,-5%,-1%,-5%,2%,13%,23µM*,14,-4
COc1cc(/C=N/NC(=O)c2csc3c2CCCC3)ccc1OCCN1CCOCC1,-7,1%,3%,-23%,-22%,-3%,15%,27,0
C[C@@H]1CCCCO[C@@H](CN(C)Cc2ccncc2)[C@@H](C)CN([C@H](C)CO)C(=O)c2cc(NC(=O)c3ccccc3)ccc2O1,-6,.,13%,10%,0%,-1%,-2%,-6,-18
Nc1nc(SCc2ccc(Cl)cc2Cl)n[nH]1,1,5%,-5%,-3%[9.24 µM],-3%,-10%,-20%,28,-7
COc1ccccc1NC(=O)CCSc1nnc(-c2ccco2)o1,-6,-8%,0%,26%,?,2%,-18%,-14,1
CC(c1nc2ccccc2n1Cc1ccccc1)N1CCCCC1 (stereo not given),-8,5%,11%,-2%,-6%,1%,-18%,-16,-11
Clc1ccc(OCCOCCNCc2ccccc2)cc1Cl,2,-3%,-5%,-24%,-28%,4%,10%,?,-26
COc1cccc(C(=O)N(CN2CCCC2=O)c2cccc(Cl)c2)c1OC,0,-12%,-3%,-5%,-6%,6%,2%,-6,15
Cc1cc(Nc2ccc(Cl)cc2)n(-c2ccccc2)n1,-3,-2%,1%,-23%,-27%,0%,0%,2,-11
COc1ccc(-c2c(C#N)cnc(C)c2C)c(O)c1OC,2,.,18%,4%,1%,-15%,12%,9,-21
COc1ccccc1Cn1c(=S)[nH]c2cc(C(=O)N3CC(C)CC(C)C3)ccc2c1=O (stereo not given),0,.,5%,-11%,-7%,-13%,-10%,-23,?
CC(=O)Oc1ccc(N2C(=O)C3C4C=CC(CO)(O4)C3C2=O)cc1 (stereo not given),8,?,-7%,0%[9.24 µM],-7%,16%,10%,6,-4
O=C(NCc1cccnc1)C1CC(c2ccc(Cl)c(Cl)c2)=NO1 (stereo not given),9,14%,4%,-30%,-24%,?,?,-2,34
Oc1c(C=Nc2cccnc2)sc2ccccc12,-4,0%,-3%,-8%,-12%,-3%,7%,-65*,19
CC(=O)c1c(COC(=O)c2ccc(F)cc2)nc2ccccc2[n+]1[O-],11,3%,13%,4%,17%,0%,0%,7,.
CCN(CC)C(=S)SCC(=O)Nc1ccc(S(N)(=O)=O)cc1,-10,?,0%,-14%,-9%,-21%,-5%,-28,-9
Cc1ccc(NC(=O)CN2C(=O)c3ccccc3Sc3ncccc32)c(C)c1,6,.,1%,.,.,-1%,-18%,.,.
O=C(N/C(=C/c1ccc(F)cc1)C(=O)N1CCCCC1)c1ccco1,4,?,10%,5%,17%,?,-7%,7,8
O=[N+]([O-])c1cccc(S(=O)(=O)Nc2ccc(-c3ccc(N4CCOCC4)nn3)cc2)c1,-9,-81%[inhibitor],4%,-9%,-3%,9%,14%,-16,-2
COc1cccc(C2c3[nH]c4ccccc4c3CCN2Cc2cnc(C)s2)c1OC (stereo not given),21,-2%,11%,?,?,?,-17%,102,-8
Cc1cc(C)n(CC(=O)Nc2cccc(C(F)(F)F)c2)n1,-4,-2%,3%,0%,-8%,0%,-5%,-5,-11
Cc1cc(C)n(CC(O)COc2ccccc2C)n1 (stereo not given),-3,-8%,2%,24%,?,2%,-18%,-5,-7
O=C(c1ccc2c3n(nc2c1)-c1ccc(Cl)cc1CO3)N1CCOCC1,0,-5%,24%,-25%,?,0%,?,3,-2
CCOC(=O)c1c(C)[nH]c(C(=O)COC(=O)[C@H](C)NC(=O)c2ccccc2Cl)c1C,-1,-4%,4%,6%,10%,-19%,?,5,14
COC(=O)[C@@H](NS(=O)(=O)c1ccc(F)cc1Br)C(C)C,-9,.,12%,0%,-5%,-5%,-14%,-21,41
Cc1cc(C)cc(N(CC(=O)N2CCCC2)S(C)(=O)=O)c1,-4,5%,-5%,6%,13%,-4%,-21%,6,0
COC(=O)N/N=C/c1cccc(OCCSc2ccc(Cl)cc2)c1,20,-1%,9%,?,?,-3%,-15%,24,-22
C#CCNC(=O)C1=C[C@@H](c2cn(C(C)=O)c3ccccc23)C[C@@H](OCCCCO)O1,-14,9%[9.22 µM],11%,8%,11%,15%,3%,23,44
CCn1c(C)nc2cc(NC(=O)Nc3cccc(C(C)=O)c3)ccc21,-4,-26%,-2%,-17%,-5%,-2%,2%,-3,22
CCOc1ccc(N(CC(=O)Nc2cc(C)ccc2C)S(=O)(=O)c2c(C)[nH]c(=O)[nH]c2=O)cc1,12&-13,-4%,0%,21%,11%,9%&-16%,25%&15%,19,13
O=C(Nc1cccc2cccnc12)c1ccccc1[N+](=O)[O-],1,.,0%,.,.,9%,?,.,.
O=C(CCc1ccccc1)Oc1ccccc1[N+](=O)[O-],-8,10%,-4%,-4%,-9%,-5%,0%,-24,20
CCOC(=O)N1CCN(C(=O)C[C@@H]2C[C@@]3(C(=O)OC)CC(C)(C)CC=C3N(Cc3cccc4ccccc34)C2=O)CC1,5,.,.,?,?,-20%,18µM*,1,-22
CCC(C)c1ccccc1NC(=O)C1CCCO1 (stereo not given),2,-3%[9.22 µM],-2%,5%,7%,13%,3%,-5,7

# From PubChem
